Granule exo inh – lytic granule exocytosis inhibition; TALL-104 LAMP-1 surface exposure, flow cytometry; cells stimulated with thapsigargin and PMA; inhibition, % at 10 µM; 0.66% of 360,000 active;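 active means inhibition above about 55%, limit read from the data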
ABHD5-PLIN5 inh – inhibitors of human ABHD5-perilipin-5 interaction; Q00G26+Q8WTS1; AID 602281; inhibition, % at 4 µM; Split G. princeps luciferase complementation, luminescence, 4 h; 0.78% of 360,000 active;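 active means inhibition above the mean inhibition across every tested compound plus 3 SD, cut at about 22% in these data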;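 further: 0% = DMSO only wells and the 100% control is not disclosed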
MC4R barr agon – activates human MC4R beta-arrestin recruitment; P32245; U2OS MC4R beta-arrestin complementation, luminescence; percent of melanotan II response, DMSO zero; activation, % at 8.9 µM; 0.98% of 360,000 active; AID 540308;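 active means activation above a per-plate cutoff, the mean activation of sample wells on that plate plus 3 SD, cut at about 8% in these data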
N-glyco inh – N-linked glycosylation inhibition; 0.23% of 360,000 active; D54 ERlucT glycosylation luciferase reporter, 24 h; percent of 100 nM tunicamycin response; reporter increase, % at 12.5 µM; AID 588692;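 active means mean luciferase reporter signal, scaled so untreated is 0 and the glycosylation-blocking control 100, at or above a set limit in every replicate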;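 further: luciferase carries N-glycosylation sites so blocking glycosylation raises the light; 0% = median of neutral control wells and 100% = median of 100 nM tunicamycin wells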
MC4R antagonist – human MC4R antagonism in cAMP assay | P32245 | MC4R-expressing cells, MTII-stimulated cAMP, LANCE TR-FRET | inhibition, % at 6.5 µM | 0.48% of 360,000 active | AID 540295;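 active means inhibition above its plate's cutoff, the mean of tested wells on that plate plus 3 SD, cut at about 29% in these data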;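 further: 0% = Melanotan II alone and 100% = Melanotan II plus saturating MCL0020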
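Assay system: U2OS-MC4R stable cell line; Also added: Melanotan II; Technique: Eu-cAMP/anti-cAMP TR-FRET, emission 671 nm; Times: 30-min compound, 1-h challenge, 1-h detection, room temperature.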
TLR9-MyD88 block – TLR9-MyD88 interaction inhibition; Q9NR96+Q99836; CHO BLA complementation TLR9-MyD88, CCF4 FRET ratio; inhibition, % at 4.98 µM; 0.21% of 340,000 active; AID 504734;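 active means inhibition above the mean over all tested compounds plus 3 SD, cut at about 21% in these data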;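 further: 0% = DMSO only wells and 100% = clavulanate BLA inhibitor control wells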
Vif imaging – HIV Vif inhibition; HEK293T cells, Vif self-association by quenched fluorescence, imaging, 24 h; inhibition, % at 7.49 µM; 0.35% of 340,000 active; AID 602346; in the data active means inhibition above about 50%, passing the limit was not always enough; further: some results filed as inactive read as strong as hits
ABCB6 inh 2 – inhibitors of human ABC transporter ABCB6; fluorescence ratio to DMSO, % at 10 µM; 0.19% of 360,000 active; K562-ABCB6 porphyrin accumulation, flow cytometry, 1 h; stronger effect = lower value;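 active means fluorescence ratio to DMSO below 75%, the collection mean minus 3 SD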;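 further: signal is porphyrin accumulated inside mitochondria; 100% equals median channel fluorescence of DMSO control wells; lower ratio means ABCB6 inhibition with less porphyrin fluorescence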
Target sequence (Q9NP58 whole entry, looked up): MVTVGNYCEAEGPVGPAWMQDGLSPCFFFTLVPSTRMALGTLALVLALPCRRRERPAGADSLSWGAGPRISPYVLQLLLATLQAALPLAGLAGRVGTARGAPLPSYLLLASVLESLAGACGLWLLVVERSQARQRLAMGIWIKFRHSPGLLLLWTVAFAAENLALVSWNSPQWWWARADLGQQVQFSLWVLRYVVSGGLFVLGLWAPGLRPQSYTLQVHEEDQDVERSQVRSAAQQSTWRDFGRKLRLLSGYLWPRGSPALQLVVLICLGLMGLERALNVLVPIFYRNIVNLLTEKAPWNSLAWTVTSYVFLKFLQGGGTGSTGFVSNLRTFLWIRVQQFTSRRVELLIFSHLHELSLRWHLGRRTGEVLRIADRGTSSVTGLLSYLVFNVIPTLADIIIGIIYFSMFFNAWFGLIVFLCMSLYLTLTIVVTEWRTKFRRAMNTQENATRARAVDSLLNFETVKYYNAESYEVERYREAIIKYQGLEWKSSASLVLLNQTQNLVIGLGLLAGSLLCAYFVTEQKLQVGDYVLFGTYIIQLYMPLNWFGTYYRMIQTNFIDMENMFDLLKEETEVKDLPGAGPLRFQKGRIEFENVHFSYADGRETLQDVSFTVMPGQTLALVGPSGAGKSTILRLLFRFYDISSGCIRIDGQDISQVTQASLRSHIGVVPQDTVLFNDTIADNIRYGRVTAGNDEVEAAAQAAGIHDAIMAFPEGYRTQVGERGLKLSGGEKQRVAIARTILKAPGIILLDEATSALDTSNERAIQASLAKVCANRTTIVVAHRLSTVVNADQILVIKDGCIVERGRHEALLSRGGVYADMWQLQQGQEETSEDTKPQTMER
NOD2-RIPK2 inh – inhibitors of human NOD2-RIPK2 interaction | CHO BLA complementation NOD2-RIPK2, CCF4 ratio | 0.38% of 360,000 active | inhibition, % at 4.98 µM | O43353; in the data active means inhibition above about 21%;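 further: 0% = vehicle only and 100% = reference blocker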
aDG glyco up – alpha-DG glycosylation activation. Pro5-aDG cells, alpha-DG glycosylation AlphaScreen (IIH6); 0% Pro5, 100% B10-LARGE cell signal. activation, % at 10 µM. 0.22% of 360,000 active. AID 624168;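 active means activation of at least 8% versus controls, or a plate z-score of at least 8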;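 further: Pro5 are CHO cells carrying HIG-tagged alpha-DG that lacks glycosylation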
Numbers without * were called inactive. This is a subset, so the mix of outcomes need not match the whole.

Results for CCn1c(COc2ccc(=O)n(-c3ccccc3)n2)nnc1SCc1ccc(OC)cc1 ?
Granule exo inh: -1; ABHD5-PLIN5 inh: 3; MC4R barr agon: -1.5; N-glyco inh: 0; MC4R antagonist: 5; TLR9-MyD88 block: 2; Vif imaging: -10; ABCB6 inh 2: 99; NOD2-RIPK2 inh: 5; aDG glyco up: -0.1

What do the screens show for `COc1ccc2nc3cc(Cl)ccc3c(Nc3cc(CN4CCCC4)c(O)c(CN4CCCC4)c3)c2n1`?
Granule exo inh: 46; ABHD5-PLIN5 inh: 5; MC4R barr agon: 1.2; N-glyco inh: -17; MC4R antagonist: -17; Vif imaging: -12; ABCB6 inh 2: 93; NOD2-RIPK2 inh: -9; aDG glyco up: -0.5

What do the screens show for `COC(=O)CN1C(=O)CSc2ccc(S(=O)(=O)N3CCC(C)CC3)cc21`?
Granule exo inh: -2; ABHD5-PLIN5 inh: 7; MC4R barr agon: -1.2; N-glyco inh: -3; MC4R antagonist: 27; Vif imaging: -7; ABCB6 inh 2: 95; NOD2-RIPK2 inh: 1; aDG glyco up: 0.0

Results for CCN(CC(=O)Nc1ccc(NC(C)=O)cc1)C(=O)c1c(C)nn(Cc2ccc(C)cc2)c1Cl ?
Granule exo inh: -3; ABHD5-PLIN5 inh: 5; MC4R barr agon: -0.1; N-glyco inh: 2; MC4R antagonist: -1; TLR9-MyD88 block: 0; Vif imaging: 17; ABCB6 inh 2: 91; NOD2-RIPK2 inh: -17; aDG glyco up: -0.1

What do the screens show for `N#Cc1ccc(-c2nc3c4ccccc4ccn3c2CC2CCCCC2)cc1`?
Granule exo inh: -12; ABHD5-PLIN5 inh: -9; ABCB6 inh 2: 131; NOD2-RIPK2 inh: 8; aDG glyco up: 22*

How did COc1cc(C2C(C#N)=C(N)N(N(C)C)C3=C2C(=O)CC(C)(C)C3)ccc1O (stereo not given) do in these assays?
Granule exo inh: 1; ABHD5-PLIN5 inh: 4; MC4R barr agon: -0.4; N-glyco inh: 0; MC4R antagonist: -1; TLR9-MyD88 block: 1; Vif imaging: -10; ABCB6 inh 2: 107; NOD2-RIPK2 inh: -7; aDG glyco up: 0.0

Results for O=C(Nc1ccccc1C(=O)N1CCN(c2ccccc2)CC1)c1ccco1 ?
Granule exo inh: -1; ABHD5-PLIN5 inh: -1; MC4R barr agon: -1.5; N-glyco inh: 2; MC4R antagonist: 11; TLR9-MyD88 block: -6; Vif imaging: 0; ABCB6 inh 2: 96; NOD2-RIPK2 inh: 1; aDG glyco up: -0.1

How did COc1ccc(CCNc2nc(=O)[nH]nc2C)cc1OC do in these assays?
Granule exo inh: -1; ABHD5-PLIN5 inh: 0; MC4R barr agon: -2.2; N-glyco inh: 2; MC4R antagonist: 3; TLR9-MyD88 block: 4; Vif imaging: 2; ABCB6 inh 2: 97; NOD2-RIPK2 inh: -17; aDG glyco up: 0.1

How did C[C@H](CO)N1C[C@H](C)[C@@H](CN(C)S(=O)(=O)c2cn(C)cn2)Oc2ccc(NC(=O)Nc3ccc4c(c3)OCO4)cc2C1=O do in these assays?
Granule exo inh: -5; ABHD5-PLIN5 inh: 1; MC4R barr agon: 0.6; N-glyco inh: 4; MC4R antagonist: 0; TLR9-MyD88 block: 1; Vif imaging: 0; ABCB6 inh 2: 100; NOD2-RIPK2 inh: -8; aDG glyco up: -0.1

How did Cc1cccc(C)c1OCC(O)CN1CCCCC1 (stereo not given) do in these assays?
Granule exo inh: 3; ABHD5-PLIN5 inh: 12; MC4R barr agon: -1.9; N-glyco inh: 1; MC4R antagonist: -6; TLR9-MyD88 block: 14; Vif imaging: -4; ABCB6 inh 2: 93; NOD2-RIPK2 inh: 2; aDG glyco up: 0.2

What do the screens show for `CCCN(CCC)CCCNC(=O)c1cc2c(=O)[nH]c3ccccc3c2s1`?
Granule exo inh: 5; ABHD5-PLIN5 inh: 4; MC4R barr agon: -0.9; N-glyco inh: 4; MC4R antagonist: -1; TLR9-MyD88 block: -2; Vif imaging: 3; ABCB6 inh 2: 108; NOD2-RIPK2 inh: -2; aDG glyco up: 0.0

How did O=C(NCc1cccs1)C(=O)NCC(c1ccco1)N1CCN(c2ccccc2F)CC1 (stereo not given) do in these assays?
Granule exo inh: -2; ABHD5-PLIN5 inh: 0; MC4R barr agon: 2.1; N-glyco inh: -3; MC4R antagonist: 4; TLR9-MyD88 block: -1; Vif imaging: 1; ABCB6 inh 2: 99; NOD2-RIPK2 inh: 2; aDG glyco up: 0.1

What do the screens show for `CCN(CC)CCNC(=O)c1ccc(NC(=O)c2cccc(S(=O)(=O)N3CCc4ccccc43)c2)cc1`?
Granule exo inh: 1; ABHD5-PLIN5 inh: 10; MC4R barr agon: -4.0; N-glyco inh: -5; MC4R antagonist: -3; TLR9-MyD88 block: 1; Vif imaging: -1; ABCB6 inh 2: 101; NOD2-RIPK2 inh: 3; aDG glyco up: -0.1

How did COC(=O)/C=C1/S/C(=N/NC(=O)c2ccccc2)NC1=O do in these assays?
Granule exo inh: -12; ABHD5-PLIN5 inh: 9; MC4R barr agon: -0.9; N-glyco inh: 0; MC4R antagonist: -5; TLR9-MyD88 block: 10; Vif imaging: 3; ABCB6 inh 2: 102; NOD2-RIPK2 inh: -5; aDG glyco up: -0.1

What do the screens show for `CC1C(=O)N2CCCc3cc(S(=O)(=O)N4CCN(c5ccc(F)cc5)CC4)cc1c32` (stereo not given)?
Granule exo inh: 1; ABHD5-PLIN5 inh: 0; MC4R barr agon: -1.2; N-glyco inh: 0; MC4R antagonist: 3; TLR9-MyD88 block: -7; Vif imaging: 5; ABCB6 inh 2: 98; NOD2-RIPK2 inh: -7; aDG glyco up: 7.0

How did Cc1ccc(C(=O)NCC(=O)Nc2ccncc2)cc1C do in these assays?
Granule exo inh: -2; ABHD5-PLIN5 inh: 4; MC4R barr agon: -2.7; N-glyco inh: 0; MC4R antagonist: 2; TLR9-MyD88 block: -3; Vif imaging: -6; ABCB6 inh 2: 97; NOD2-RIPK2 inh: -8; aDG glyco up: 0.5

What do the screens show for `CCCCNC(=S)N(C)/N=C/c1ccc(OCC(=O)Nc2c(C)cc(C)cc2C)c(OC)c1`?
Granule exo inh: 3; ABHD5-PLIN5 inh: -1; MC4R barr agon: 14*; N-glyco inh: -8; MC4R antagonist: 12; TLR9-MyD88 block: -6; Vif imaging: 0; ABCB6 inh 2: 108; NOD2-RIPK2 inh: -5; aDG glyco up: 0.9

Results for Cc1oc(/C=N/NC(=O)CN(c2ccccc2Br)S(C)(=O)=O)cc1Br ?
Granule exo inh: 1; ABHD5-PLIN5 inh: 6; MC4R barr agon: -0.2; N-glyco inh: -2; MC4R antagonist: 8; TLR9-MyD88 block: 3; Vif imaging: 0; ABCB6 inh 2: 93; NOD2-RIPK2 inh: -16; aDG glyco up: -0.1

What do the screens show for `CC(=O)Nc1ccc(S(=O)(=O)N(C)CC(=O)OCC(=O)N2CCCCC2)cc1`?
Granule exo inh: -2; ABHD5-PLIN5 inh: 1; MC4R barr agon: -0.6; N-glyco inh: 1; MC4R antagonist: -3; TLR9-MyD88 block: -4; Vif imaging: -5; ABCB6 inh 2: 102; NOD2-RIPK2 inh: -1; aDG glyco up: -0.3

Results for O=c1c2ccccc2n2cnnc2n1-c1ccccc1 ?
Granule exo inh: -1; ABHD5-PLIN5 inh: 3; MC4R barr agon: -1.6; N-glyco inh: 9; MC4R antagonist: -2; TLR9-MyD88 block: -8; Vif imaging: -2; ABCB6 inh 2: 96; NOD2-RIPK2 inh: -8; aDG glyco up: 0.3

Results for CC1(C)OC(=O)C2=C(C[C@@H](C3CCCCC3)O[C@@H]2c2ccc(Cl)cc2)O1 ?
Granule exo inh: 5; ABHD5-PLIN5 inh: -11; ABCB6 inh 2: 106; NOD2-RIPK2 inh: -17; aDG glyco up: 0.0

What do the screens show for `CCOC(=O)CNC(=O)COc1coc(CN2CCN(Cc3ccccc3)CC2)cc1=O`?
Granule exo inh: -2; ABHD5-PLIN5 inh: -8; MC4R barr agon: 1.0; N-glyco inh: -2; MC4R antagonist: 8; TLR9-MyD88 block: -24; Vif imaging: -1; ABCB6 inh 2: 100; NOD2-RIPK2 inh: -2; aDG glyco up: -0.1

Results for CCc1ccc(C(=O)c2cnc3ccc(OC)cc3c2N2CCN(CC)CC2)cc1 ?
Granule exo inh: 1; ABHD5-PLIN5 inh: 2; MC4R barr agon: 1.6; N-glyco inh: -3; MC4R antagonist: 14; TLR9-MyD88 block: -7; Vif imaging: -9; ABCB6 inh 2: 97; NOD2-RIPK2 inh: -1; aDG glyco up: 0.3

What do the screens show for `Cc1ccc(C(=O)N/C(=C/c2ccc(C(C)C)cc2)C(=O)NCCCN2CCOCC2)cc1`?
Granule exo inh: 19; ABHD5-PLIN5 inh: 8; MC4R barr agon: -2.2; N-glyco inh: 0; MC4R antagonist: 16; Vif imaging: 0; ABCB6 inh 2: 97; NOD2-RIPK2 inh: -7; aDG glyco up: -0.1

Results for CN(C)C(=O)c1ccc(NC(=O)c2ccccc2SCC(=O)N2CCCC2)cc1 ?
Granule exo inh: 14; ABHD5-PLIN5 inh: 1; MC4R barr agon: -2.6; N-glyco inh: -2; MC4R antagonist: -5; TLR9-MyD88 block: -1; Vif imaging: -6; ABCB6 inh 2: 95; NOD2-RIPK2 inh: -5; aDG glyco up: 0.0

What do the screens show for `Cc1cc(NC(=O)c2ccc(OCC3CCCO3)cc2)ccc1Br` (stereo not given)?
Granule exo inh: -1; ABHD5-PLIN5 inh: -1; MC4R barr agon: 3.2; N-glyco inh: -2; MC4R antagonist: -5; TLR9-MyD88 block: -8; ABCB6 inh 2: 87; NOD2-RIPK2 inh: -4; aDG glyco up: 0.3

Results for COc1cnc(-c2ccccn2)nc1Sc1c(Cl)cccc1Cl ?
Granule exo inh: -2; ABHD5-PLIN5 inh: 4; MC4R barr agon: 1.0; N-glyco inh: 2; MC4R antagonist: -5; TLR9-MyD88 block: 5; Vif imaging: -32; ABCB6 inh 2: 94; NOD2-RIPK2 inh: 6; aDG glyco up: 2.7

3 structures already listed, arranged by formula weight, rising:
How did Cc1ccc(C(=O)NCC(=O)Nc2ccncc2)cc1C do in these assays?
Granule exo inh: -2; ABHD5-PLIN5 inh: 4; MC4R barr agon: -2.7; N-glyco inh: 0; MC4R antagonist: 2; TLR9-MyD88 block: -3; Vif imaging: -6; ABCB6 inh 2: 97; NOD2-RIPK2 inh: -8; aDG glyco up: 0.5

What do the screens show for `Cc1ccc(C(=O)N/C(=C/c2ccc(C(C)C)cc2)C(=O)NCCCN2CCOCC2)cc1`?
Granule exo inh: 19; ABHD5-PLIN5 inh: 8; MC4R barr agon: -2.2; N-glyco inh: 0; MC4R antagonist: 16; Vif imaging: 0; ABCB6 inh 2: 97; NOD2-RIPK2 inh: -7; aDG glyco up: -0.1

Results for CCN(CC(=O)Nc1ccc(NC(C)=O)cc1)C(=O)c1c(C)nn(Cc2ccc(C)cc2)c1Cl ?
Granule exo inh: -3; ABHD5-PLIN5 inh: 5; MC4R barr agon: -0.1; N-glyco inh: 2; MC4R antagonist: -1; TLR9-MyD88 block: 0; Vif imaging: 17; ABCB6 inh 2: 91; NOD2-RIPK2 inh: -17; aDG glyco up: -0.1

From PubChem BioAssay
